Screening results as filed in PubChem.
USP1-UAF1 inh – Inhibitors of USP1/UAF1: Primary Screen | Ubiquitin carboxyl-terminal hydrolase 1 (Homo sapiens), O94782 | recombinant USP1/UAF1, Ub-Rhodamine cleavage fluorescence | Potency, µM (titrated, usually from 57.1 µM), for inactives: top-dose activity change, negative = inhibition, hits mostly inhibitors | actives 0.23% (n = 390,000); further: potency means the concentration at half of the fitted maximal effect; on the % scale 0 is the no-effect control and ±100 the full control effect; nearly all actives have a fitted effect of over 60% in size; inactives centre near -12
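USP1/UAF1 complex (1 nM) preincubated 15 min at room temperature with compound, then Ub-Rho substrate (150 nM final) added. Kinetic fluorescence at 480/540 nm over 6 reads at 60 s intervals; 50 mM HEPES pH 7.8, 0.5 mM EDTA, 0.1 mg/ml BSA, 1 mM TCEP, 0.01% Tween-20.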
RXFP1 agonist – qHTS Assay for Agonists of the Relaxin Receptor RXFP1 | AID 2676, 2010 | actives 0.3% (n = 370,000) | HEK293T-RXFP1 cAMP TR-FRET, 30 min; response scale: percent of porcine relaxin response, buffer zero | Potency, µM (top dose mostly 57.5 µM), inactives show top-dose activation, most hits filed as activators | Relaxin receptor 1 (Homo sapiens), Q9HBX9; further: potency means the concentration at half of the fitted maximal effect; on the % scale 0 is the no-effect control and ±100 the full control effect; nearly all actives have a fitted effect of over 60% in size; many of its hits are not listed in these tables
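HEK293T cells stably expressing RXFP1 were pretreated with the PDE4 inhibitor Ro 20174, exposed to compounds for 30 min at 37C, lysed, and cAMP was read by TR-FRET. Data normalized to buffer (basal) and 29 nM porcine relaxin (100%).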
IDH1 R132H inh – qHTS for Inhibitors of mutant isocitrate dehydrogenase 1 (IDH1): qHTS | Isocitrate dehydrogenase [NADP] cytoplasmic (Homo sapiens), O75874 | IDH1-R132H enzyme, NADPH consumption, diaphorase/resazurin fluorescence | Potency, µM (top dose mostly 76.6 µM), for inactives: at the top dose activity change, negative = inhibition, most hits filed as inhibitors | actives 0.093% (n = 390,000) | AID 602179, 2012; further: potency means the concentration at half of the fitted maximal effect; on the % scale 0 is the no-effect control and ±100 the full control effect; nearly all actives have a fitted effect of over 65% in size
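IDH1-R132H (0.5 ug/mL dispensed) in pH 7.5 Tris buffer was preincubated 30 min with compound, then given a substrate mix of 0.016 mM NADPH and 2 mM alpha-KG for 80 min at room temperature; remaining NADPH was read by diaphorase/resazurin fluorescence.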
LDHA block – qHTS assay for inhibitors of human lactate dehydrogenase | AID 1347041, 2019 | actives 0.15% (n = 480,000) | purified LDHA, NADH/diaphorase-resazurin fluorescence; active compounds read low | activity change, % (values are at about 110 or 230 µM) | L-lactate dehydrogenase A chain (Homo sapiens), P00338; in the data active means activity change below about -30%; inconclusive means mostly about -25% to -30%;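 further: plate controls were DMSO wells for no effect and wells without enzyme for full effect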
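Enzyme activity of human lactate dehydrogenase 5 (2 nM; 0.06 mM NADH, 0.2 mM pyruvate, 5 min, RT) is measured via a resazurin/diaphorase fluorescence readout of residual NADH.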
Vif-A3F inh – qHTS for Inhibitors of Vif-A3F Interactions: qHTS; HeLa A3F-eYFP + Vif (tagged APOBEC3F with the HIV-1 protein that degrades it), YFP fluorescence increase; Potency, µM (doses to about 46.1 µM), without a hit: at the top dose activity, negative = active; actives 0.2% (n = 390,000); further: potency means the concentration at half of the fitted maximal effect; % of control where 0% means no effect; nearly all actives have a fitted effect of over 65% in size
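HeLa cells stably expressing Vif plus C-terminally eYFP-tagged A3F were seeded, incubated overnight at 37 deg C, dosed with compound, incubated overnight again at 37 deg C. Yellow fluorescence (Ex 488/Em 500-530) reported blocked Vif-mediated A3F-eYFP degradation.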
TrxR1 substrate – qHTS Assay for Substrates of Mammalian Selenoprotein Thioredoxin Reductase 1 (TrxR1): qHTS; Thioredoxin reductase 1, cytoplasmic (Rattus norvegicus), O89049; actives 0.01% (n = 390,000); purified TrxR1 substrate turnover, NADPH consumption readout; AID 588456, 2011; Potency, µM (series often up to 114 µM), without a hit: at the highest dose activity change, negative = substrate turnover; further: potency means the concentration at half of the fitted maximal effect; on the % scale 0 is the no-effect control and ±100 the full control effect; nearly all actives have a fitted effect of over 50% in size
Target sequence (O89049 whole entry, looked up): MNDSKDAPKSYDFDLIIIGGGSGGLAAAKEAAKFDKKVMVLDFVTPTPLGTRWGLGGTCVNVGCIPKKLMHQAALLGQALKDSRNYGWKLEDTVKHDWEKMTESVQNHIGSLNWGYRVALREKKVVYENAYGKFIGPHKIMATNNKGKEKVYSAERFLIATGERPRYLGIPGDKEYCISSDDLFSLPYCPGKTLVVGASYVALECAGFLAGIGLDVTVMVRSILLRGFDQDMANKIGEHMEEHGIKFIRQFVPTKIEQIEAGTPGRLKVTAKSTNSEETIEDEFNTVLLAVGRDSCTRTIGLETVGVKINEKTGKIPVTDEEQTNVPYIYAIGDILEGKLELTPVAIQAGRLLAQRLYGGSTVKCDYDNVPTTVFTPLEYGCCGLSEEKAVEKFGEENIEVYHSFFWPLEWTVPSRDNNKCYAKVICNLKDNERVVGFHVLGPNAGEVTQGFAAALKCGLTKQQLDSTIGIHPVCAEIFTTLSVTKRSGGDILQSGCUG
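Rat TrxR1, dispensed at 90 nM, was prereduced with 400 uM NADPH (final) for 5 min at ~22 deg C, then incubated with compound 15 min before 400 uM selenite. A first-read NADPH fluorescence drop versus no-compound background flagged substrates.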
Vif-A3G inh – qHTS for Inhibitors of Vif-A3G Interactions: qHTS; actives 0.076% (n = 410,000); DNA dC->dU-editing enzyme APOBEC-3G (Homo sapiens), Q9HC16; HeLa A3G-eYFP + Vif (tagged APOBEC3G with the HIV-1 protein that degrades it), YFP fluorescence, overnight; AID 602310, 2012; Potency, µM (doses to about 46.1 µM), inactives show top-dose activity, negative = active, actives largely listed as inhibitors;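 further: potency means the concentration at half of the fitted maximal effect; on the % scale 0 is the no-effect control and ±100 the full control effect; nearly all actives have a fitted effect of over 60% in size; hits raise eYFP signal because A3G escapes Vif-driven loss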
Target sequence (Q9HC16 whole entry, looked up): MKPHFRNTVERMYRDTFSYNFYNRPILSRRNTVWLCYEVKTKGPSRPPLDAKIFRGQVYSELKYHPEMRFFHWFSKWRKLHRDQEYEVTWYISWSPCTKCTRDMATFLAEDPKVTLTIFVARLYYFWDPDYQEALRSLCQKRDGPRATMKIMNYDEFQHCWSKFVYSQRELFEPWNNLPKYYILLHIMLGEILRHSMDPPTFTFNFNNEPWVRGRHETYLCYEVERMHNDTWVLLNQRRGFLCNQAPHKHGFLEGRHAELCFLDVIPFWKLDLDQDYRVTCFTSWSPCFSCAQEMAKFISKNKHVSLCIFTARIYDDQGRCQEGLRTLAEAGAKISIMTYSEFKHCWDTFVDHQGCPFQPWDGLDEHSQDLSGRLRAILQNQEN
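Read-out is eYFP fluorescence (Ex 488/Em 500-530) from Vif-expressing HeLa A3G-eYFP cells; more signal means A3G escaped Vif-mediated degradation. Cells plated overnight, compound pinned in, incubated overnight at 37 deg C.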
PI4K2A block – qHTS for small molecular inhibitors of PI4K2A; purified PI4K2A, ADP-Glo luminescence, 1 h; active compounds read low; actives 0.13% (n = 420,000); AID 1346378, 2018; activity change, negative = inhibition, % at 76.9 µM; in the data active means activity change below about -50%; inconclusive means mostly about -30% to -49%;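 further: -100% = wells without enzyme as full effect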
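In this quantitative HTS, ADP production by PI4K2A was quantified luminescently after 1 h at ambient temperature; 100 microM adenosine served as plate-quality control.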
Glioma ERSR ind – qHTS for Inducers of the Endoplasmic Reticulum Stress Response (ERSR) in Human Glioma: qHTS; actives 0.02% (n = 420,000); Potency, µM, for the others: top-dose activation, usual class: activators; AID 602332, 2012; U87-MG GRP78 promoter luciferase reporter, 16 h; further: potency means the concentration at half of the fitted maximal effect; series mostly up to about 76 µM; % of control where 0% means no effect; nearly all actives have a fitted effect of over 35% in size
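Stably transfected U87-MG glioma cells carrying a GRP78-based luciferase sensor; 16 h compound incubation. Luminescence end-point read 10 min after Bright-Glo addition at room temperature.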
Numbers without * were called inactive; u = inconclusive; x = no result given; [ ] = remark or other dose. Unless noted, the call rests on the fitted dose curve; in most records, active means well fitted curve in the direction sought with a large enough effect; inconclusive means small, poorly fitted or top-dose-only effect, or another doubt; inactive means no such curve, though single readings can be large; an effect the other way counts as inactive or inconclusive.

SMILES	USP1-UAF1 inh	RXFP1 agonist	IDH1 R132H inh	LDHA block	Vif-A3F inh	TrxR1 substrate	Vif-A3G inh	PI4K2A block	Glioma ERSR ind
COc1ccc(/C=N/n2cnnc2)cc1Oc1nc(Cl)ncc1F	-19%	-0.3%	1%	-6	-8%	6%[57.1 µM]	-7%	0	5%
COc1cccc(NC(=O)CN2CCN(S(=O)(=O)c3ccc(C(C)C)cc3)CC2)c1	0%	-0.3%	4%	-2	-4%	-4%	-5%	-6	-4%
COc1ccc(S(=O)(=O)N2CCC(c3nnc(-c4ccccc4C)o3)CC2)c(OC)c1	-26%	10%	-13%	4	u	0%	5%	2	-3%
O=C(O)COc1ccc(Br)cc1C(c1c(C(=O)O)[nH]c2ccccc12)c1c(C(=O)O)[nH]c2ccccc12	-26%	1.4%	-2%	-8	-1%	-4%	2%	-2	-2%
CCCCCc1ccc(CC(=O)O)cc1	-15%	-0.4%	2%	-10	-16%	-4%	0%	6	-1%
Cc1cccc(-c2nnc(SCC(=O)N3CCCc4ccccc43)o2)c1	-23%	5.0%	9%	-7	4%	-10%	1%	1	-1%
O=C(Nc1ccc(C2CCCCC2)cc1)C1CCN(c2ncccn2)CC1	-14%	1.2%	20%	-1	-6%	-1%	3%	3	-3%
CCOC(=O)N/N=C/c1cn(Cc2ccc(F)cc2)c2ccccc12	-21%	-4.0%	13%	0	8%	1%	2%	-1	-1%
CC(=O)Nc1ccc(C(=O)CCl)cc1	-22%	0.4%	-2%	-8	u	3%	-24%	-4	u
CCN1CCN(S(=O)(=O)Cc2ccccc2Cl)CC1	-10%	-0.2%	5%	0	-3%	-10%	-1%	-3	-4%
Cc1ccc(C)c(NC(=S)NCc2ccc3c(c2)OCO3)c1	-13%	-0.3%	0%	-8	-2%	0%	0%	11	-4%
CC1(C)CC(=O)c2cc(NC(=O)c3ccccc3)c(=O)oc2C1	-2%	-0.3%	10%	-1	1%	3%[57.1 µM]	0%	1	3%
CCOc1ccc(CCNC(=O)CN2N=C(c3ccccc3)CCC2=O)cc1OCC	5%	-0.2%	40%[activator]	1	0%	0%[57.1 µM]	-1%	-9	-4%
COc1ccc(NC(=O)C2CCCN2S(=O)(=O)c2ccc3nc(-c4ccccc4)[nH]c3c2)cc1 (configuration not stated)	-19%	20%	-2%	6	0%	5%	-5%	-1	0%
CCOC(=O)C(C)Sc1nnc2n1C(C)(C)Cc1ccccc1-2 (configuration not stated)	-15%	0.2%	8%	-5	2%	0%	-3%	2	-1%
Cc1cccc(-c2cc(NCCc3cccnc3)n3nccc3n2)c1	x	x	x	-5	x	x	1%	-3	-1%
COC(=O)c1ccc(CSc2nc3c(cnn3-c3ccc(Cl)cc3)c(=O)[nH]2)o1	-16%	1.3%	-1%	-9	0%	11%[57.1 µM]	0%	0	-2%
CC1C(C(=O)Nc2ccccc2)CCCC1(C)C(=O)O (configuration not stated)	-8%	0.8%	-7%	-21	0%	7%	4%	3	-1%
CC(C)(C)OC(=O)C(C)(C)Sc1nnc(N)s1	-19%	0.5%	5%	2	-10%	14%	2%	-1	1%
Cc1[nH]c(=O)c(S(=O)(=O)c2ccccc2)c(C)c1Cl	-17%	3.8%	-4%	-8	1%	0%	1%	-5	-2%
CCOC(=O)c1sc(NC(=O)Nc2cccc(Cl)c2)cc1C	-15%	3.3%	0%	-8	u	-5%	-1%	-7	4%
CCc1ccc(N2CCn3c2nc2c3c(=O)n(CCCc3ccccc3)c(=O)n2C)cc1	-2%	-2.3%	0%	-24	6%	8%[11.4 µM]	3%	-3	-1%
CCCCNC(=S)Nc1ccc2cn[nH]c2c1	-7%	-0.8%	3%	-1	7%	-9%	1%	0	-1%
COc1ccc(C(=O)/C=C/c2ccc3c(c2)OCCO3)cc1	-18%	4.2%	0%	2	-20%	9%[57.1 µM]	-12%	-5	2%
COC(=O)n1c(=O)oc2cc(S(=O)(=O)N3CCCCC3)ccc21	-8%	1.0%	-9%	0	-11%	1%	1%	4	-5%
CCOC(=O)c1c(C)oc2nc(C)nc(Nc3cc(C)ccc3OC)c12	-6%	4.0%	3%	4	0%	-1%	3%	1	-1%
CC1(C)CC(=O)c2sc(NS(=O)(=O)c3ccccc3)nc2C1	-2%	10.0%	-2%	-11	1%	-2%[57.1 µM]	0%	-3	-2%
Cn1ccc(C(=O)OCC(=O)c2ccccc2)n1	-4%	-1.5%	3%	2	5%	-6%[57.1 µM]	3%	-1	-1%
COc1ccccc1CCNC(=O)CSc1ccc(-c2ccco2)nn1	u	2.0%	-1%	-4	-9%	7%	5%	3	-3%
O=C(/C=C/c1ccc2ccccc2n1)c1cc(Br)ccc1O	-21%	-1.2%	-12%	0	u	10%[57.1 µM]	u	4	-4%
CSc1nnc(-c2cnccn2)n1Cc1ccccc1	-6%	-0.7%	-3%	0	-3%	3%	1%	2	-3%
O=c1[nH]c2sc3c(c2c2nncn12)CCCC3	-26%	0.1%	3%	5	-5%	0%	0%	2	0%
CC1=C(C(=O)Nc2ccc(C)cc2)C(c2ccco2)NC(=O)N1 (configuration not stated)	-23%	-4.3%	1%	-3	-4%	3%	3%	8	-1%
O=C1C(Cl)=C(NC2CCCCC2)C(=O)N1Cc1ccccc1	-27%	1.0%	2%	-2	2%	6%[57.1 µM]	-4%	-3	-3%
CCN1CCCC1CNC(=O)c1csc2c1CCCC2 (configuration not stated)	10%	15%	-1%	1	-2%	8%	1%	-8	0%
COc1ccc(C2(C)NC(=O)N(CC(=O)c3ccc4c(c3)OCO4)C2=O)cc1 (configuration not stated)	-18%	0.3%	4%	4	8%	0%	1%	2	-3%
COc1ccc(OC)c(NC(=S)N2CCCC2)c1	-26%	1.7%	-7%	-1	2%	6%	-1%	-1	11%
Cc1ccc(NC(=O)CN(C)C(=O)c2cccc(Br)c2)cc1	-11%	-2.2%	6%	-8	-8%	-11%	-12%	6	-3%
CCCCC(C(=O)OCC)C(N)Cc1ccc(F)cc1 (configuration not stated)	-8%	0.1%	6%	0	-1%	0%	0%	-3	-3%
O=C1C=C(c2cccc(Cl)c2)C[C@@H](c2ccc3c(c2)OCO3)C1	-12%	0.6%	-5%	0	6%	3%	0%	-2	-3%
C[C@@H]1CN([C@@H](C)CO)C(=O)CCCn2nncc2CO[C@H]1CN(C)C(=O)c1ccncc1	-15%	x	10%	-5	0%	x	-1%	-1	-5%
C=CCn1c(SCC#N)nc2ccccc2c1=O	-25%	0.2%	7%	-3	-5%	2%	-3%	0	-5%
Cc1cc(C(=O)Nc2ccc(Br)cc2)c2ccccc2n1	-6%	-1.1%	-3%	-4	-1%	-5%	-3%	-2	-2%
CCOc1c(C(N)=O)cc([N+](=O)[O-])cc1[N+](=O)[O-]	-15%	1.1%	4%	-8	2%	-5%[57.1 µM]	1%	2	2%
CCn1cc(C(=O)O)c(=O)c2cnc(N3CCN(C(=S)NC(=O)c4ccccc4)CC3)nc21	-15%	7.9%	0%	6	17%	3%	-6%	-8	-3%
Cc1cn2c(-c3ccc(Cl)cc3)nnc2s1	-11%	3.7%	-3%	-2	-4%	10%[57.1 µM]	-7%	-1	-2%
CC1(C)Cc2c(c(N3CCOCC3)nc3snc(NC(=O)c4ccccc4)c23)CO1	-22%	4.7%	13%	-23	4%	-26%[57.1 µM]	0%	10	-4%
COC(=O)C1=C(Nc2ccc(C)cc2)C=C(C)C(C(=O)OC)C1c1ccc(F)cc1 (configuration not stated)	-26%	1.5%	3%	0	-3%	-9%	u	5	-4%
O=C(O)c1cccn1Cc1ccccc1F	-10%	-1.3%	-2%	0	0%	7%	3%	-1	-5%
Cc1ccc(-n2ccc(=O)c(C(=O)Nc3ccc(S(=O)(=O)Nc4nccc(C)n4)cc3)n2)cc1	-7%	u	-3%	-3	-16%	-6%	0%	-1	-7%
CCc1ccccc1SCc1noc(C(=O)NCC2CCCO2)c1C(=O)O (configuration not stated)	-20%	-1.4%	15%	1	2%	6%	-2%	0	-3%

These rows are one share of the data, so the mix of outcomes need not match the whole.
